EBV gp42 inh – EBV gp42 inhibition; 220,000 compounds, 0.42% hits; inhibition, % (tested at 21.74 µM); Q1HVG2; AID 1085; Fluorescence polarization binding assay, mP read-out; in the data active = inhibition above about 50%
Rad51 HR inh – Rad51 (human) homologous recombination inhibition. hRad51 DNA strand exchange, fluorescence dequenching. inhibition, % at 10 µM. 200,000 compounds, 0.085% hits. AID 1385;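 active = inhibition above 40% at the single screening dose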;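 also: 0% = DMSO control wells and 100% = blanks with heterologous ssDNA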
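Material: hRad51 filaments on single-stranded DNA; Reagent: Donor/quencher-labelled 47-bp dsDNA substrate; Compound: 10 µM final, single point; Schedule: 37 °C 15-min filament assembly, 30-min compound preincubation, 15-min exchange; Technique: FRET fluorescence, excitation 485 nm, emission 520 nm; Benchmarks: control wells and blank wells on each plate.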
PERK inhibitor – blocks human PERK kinase; Q9NZJ5; CHO PERK-DD fusion, SEAP luminescence translation reporter; 220,000 compounds, 0.17% hits; inhibition, % at 5.6 µM;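 active = inhibition above the mean inhibition of all tested compounds plus 3 SD, set separately per screening campaign, cut at about 2.9% in these data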;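 also: PERK kinase domain activated by AP20187 dimerizer at 100 nM; 0% = DMSO with dimerizer and 100% = rapamycin at 8.4 µM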
Calpain2 inh – inhibitors of pig calpain II | AID 1236 | 220,000 compounds, 0.37% hits | inhibition, % at 16 µM | purified calpain II, fluorogenic peptide substrate, 30 min;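 active = inhibition above about 50%, limit read from the data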
L929 necroptosis – blocks zVAD induced death of L929 cells; L929 zVAD necroptosis rescue, ATP luminescence, 24 h; with zVAD 60 µM; viability rescue, % at 10 µM; 220,000 compounds, 0.38% hits;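 active = activation, scaled between plate controls, above about 75%, limit read from the data; inactive = activation under that limit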;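 also: 0% = zVAD with DMSO and 100% = DMSO alone without zVAD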
eIF4E-4G inh – eIF4E/eIF4G interaction inhibition in translation initiation; inhibition, % at 21.7 µM; AID 782; TR-FRET eIF4E-eIF4GI(517-606) binding, 2 h; 220,000 compounds, 0.37% hits;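 active = inhibition above about 30%, limit read from the data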;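 also: 0% = full FRET control wells and 100% = background wells lacking eIF4GI fragment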
TNF necrop inh – inhibitors of TNF-alpha induced necroptosis in Jurkat FADD-/- cells; Jurkat FADD-/- TNF necroptosis rescue, ATP luminescence, 24 h; 0 = TNF only, 100 = no-TNF cells; activation (protection from cell death), % at 10 µM; 220,000 compounds, 0.068% hits; AID 463075;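 active = activation, meaning protection from cell death, of at least 50% relative to plate controls; inactive = activation below 50%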;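 also: necroptosis triggered by 40 ng/mL TNF-alpha added together with compound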
KCC2 mod – modulators of human KCC2 chloride dependent transport | Q9H2X9 | KCC2 cells, thallium flux FluoZin-2 fluorescence | B-score of Tl+ flux slope (higher = more flux/activation; lower = inhibition) at 10 µM | 190,000 compounds, 2.2% hits | AID 1456;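 active = thallium flux slope and its plate-corrected score both differing from the plate sample mean at a set confidence after two filtering rounds, in either direction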;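 also: slope of fluorescence scaled to starting intensity during 10 to 20 s after thallium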
MDM2 E3 inh – inhibitors of human Mdm2 E3 ubiquitin ligase; Q00987; cell-based MDM2 ubiquitination luciferase reporter, 2 h; 0 = plate control, 100 = twice control, blank-subtracted; signal enhancement, % at 5 µM; 210,000 compounds, 0.11% hits; AID 1230;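 active = signal enhancement of 30% or more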;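 also: luminescence tracks abundance of the self-degrading MDM2-luciferase fusion protein; higher signal means inhibition of MDM2 E3 ligase activity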
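Buffer or medium: Cells held in DMEM | Assay system: Stable mammalian line carrying autodegrading MDM2–luciferase fusion reporter | Quantity: 2000 cells/well | Times: 4 h settle plus 2 h compound, 37 °C | Doses: One concentration, 5 µM, with 0.2% DMSO | Technique: Luminescence with SteadyLite reagent, 15 min at room temperature | Benchmarks: Plate controls and plate blanks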
The depositor's hits bear a star; . = not tested or not shown; [ ] = another dose, or the depositor's remark.

Labels used below – A = EBV gp42 inh; B = Rad51 HR inh; C = PERK inhibitor; D = Calpain2 inh; E = L929 necroptosis; F = eIF4E-4G inh; G = TNF necrop inh; H = KCC2 mod; I = MDM2 E3 inh
smiles: Fc1ccc(C2CCCN2Cc2nc(CC3CC3)no2)cc1 (configuration not stated)
  A: -9.7 | B: -2.0 | C: 1.7 | D: -29.5 | E: 1.6 | F: -0.1 | G: 0.2 | H: 0.0536 | I: 10.4
smiles: CCOC(=O)C(=O)N1CCC(C(=O)OCC)CC1
  A: -4.2 | B: -2.3 | C: 1.4 | D: -16.2 | E: 0.5 | F: -0.4 | G: 0.6 | H: 0.736 | I: 4.7
smiles: NNC(=O)c1cccc(COc2ccc3c(c2)CCC3)c1
  A: -5.1 | B: . | C: 0.4 | D: 6.1 | E: . | F: -0.4 | G: 1.8 | H: -1.02 | I: -43.6
smiles: Cn1c(=O)c2c(SCc3ccccn3)nc(CC(C)(C)C)nc2n(C)c1=O
  A: 2.1 | B: -5.0 | C: 0.4 | D: -17.3 | E: -0.8 | F: 1.4 | G: -2.8 | H: . | I: 3.3
smiles: COC(=O)c1ccc(N2C(=O)CC(N(C)Cc3ccccc3)C2=O)cc1 (configuration not stated)
  A: -10.3 | B: -0.5 | C: 0.5 | D: 2.2 | E: 0.6 | F: 11.9 | G: -0.1 | H: . | I: -3.4
smiles: CCCCOP(=O)(OCCCC)C(O)c1ccc(Br)cc1 (configuration not stated)
  A: 2.7 | B: 2.8 | C: 0.0 | D: -22.1 | E: 1.4 | F: 2.7 | G: 0.7 | H: 0.037 | I: -13.6
smiles: CCOC(=O)Cc1ccc2sc(-c3ccccc3)nc2c1
  A: 7.1 | B: 2.2 | C: -0.1 | D: 21.4 | E: -0.2 | F: -2.9 | G: -0.8 | H: -1.92 | I: -26.7
smiles: CC(C)(C)C1CCc2onc(C(=O)Nc3ccc(F)cc3F)c2C1 (configuration not stated)
  A: -0.3 | B: 3.4 | C: -1.1 | D: 8.5 | E: 0.2 | F: -8.5 | G: 3.4 | H: -0.114 | I: -14.3
smiles: COc1ccc(CCNC(=O)C2CCN(S(=O)(=O)N3CC(C)CC(C)C3)CC2)cc1OC (configuration not stated)
  A: -16.5 | B: -7.3 | C: -1.9 | D: 3.9 | E: 0.8 | F: -1.4 | G: -2.2 | H: -0.108 | I: -6.1
smiles: COc1cc2c(cc1NC(=O)C(c1ccccc1)c1ccccc1)CCCC2
  A: -14.6 | B: 5.2 | C: -2.3 | D: 42.1 | E: -0.6 | F: -2.4 | G: -0.7 | H: . | I: 2.0

One compound at a time, from the list above. Screens in order: EBV gp42 inh, Rad51 HR inh, PERK inhibitor, Calpain2 inh, L929 necroptosis, eIF4E-4G inh, TNF necrop inh, KCC2 mod, MDM2 E3 inh
NNC(=O)c1cccc(COc2ccc3c(c2)CCC3)c1 is listed with -5.1, ., 0.4, 6.1, ., -0.4, 1.8, -1.02, -43.6
CCOC(=O)Cc1ccc2sc(-c3ccccc3)nc2c1 is listed with 7.1, 2.2, -0.1, 21.4, -0.2, -2.9, -0.8, -1.92, -26.7

Returning to the listing, starting two compounds before the break.
Labels used below – A = EBV gp42 inh; B = Rad51 HR inh; C = PERK inhibitor; D = Calpain2 inh; E = L929 necroptosis; F = eIF4E-4G inh; G = TNF necrop inh; H = KCC2 mod; I = MDM2 E3 inh
smiles: COc1ccc(CCNC(=O)C2CCN(S(=O)(=O)N3CC(C)CC(C)C3)CC2)cc1OC (configuration not stated)
  A: -16.5 | B: -7.3 | C: -1.9 | D: 3.9 | E: 0.8 | F: -1.4 | G: -2.2 | H: -0.108 | I: -6.1
smiles: COc1cc2c(cc1NC(=O)C(c1ccccc1)c1ccccc1)CCCC2
  A: -14.6 | B: 5.2 | C: -2.3 | D: 42.1 | E: -0.6 | F: -2.4 | G: -0.7 | H: . | I: 2.0
smiles: CCOc1ccc(NC(=O)CN2C(=O)NC(CCSC)C2=O)cc1 (configuration not stated)
  A: -2.5 | B: -2.2 | C: -0.5 | D: 12.0 | E: 2.4 | F: -4.5 | G: 2.6 | H: 0.0533 | I: -1.1
smiles: COc1ccc(C2CC(c3ccccc3)=NN2C(=O)CSc2ncn[nH]2)cc1 (configuration not stated)
  A: -5.4 | B: 7.9 | C: 1.0 | D: -11.6 | E: 0.1 | F: 3.6 | G: 3.3 | H: -0.0345 | I: 4.6
smiles: O=C(Oc1ccc(C(=S)N2CCOCC2)cc1Br)c1cc(Cl)ccc1Cl
  A: -6.8 | B: -0.8 | C: 1.1 | D: -18.1 | E: -0.5 | F: -8.7 | G: -7.9 | H: -0.0382 | I: 2.8
smiles: COP(=O)(CN(Cc1ccccc1)C(=S)Nc1c(C)cccc1C)OC
  A: 8.5 | B: -17.2 | C: -0.4 | D: 5.5 | E: 0.4 | F: 3.5 | G: 0.4 | H: 1.08 | I: -21.4
smiles: O=S1(=O)C=C(SCc2ccc(Cl)c(Cl)c2)Nc2ccccc21
  A: 6.3 | B: -1.4 | C: -1.0 | D: 53.0* | E: -0.2 | F: 18.6[fluorescence artefact?] | G: -4.0 | H: -1.89 | I: -10.3
smiles: CC(Oc1ccccc1)C(=O)OCC(=O)NC(=O)NCc1ccco1 (configuration not stated)
  A: -4.7 | B: 2.2 | C: 1.9 | D: -26.4 | E: 2.7 | F: 4.4 | G: 0.6 | H: -0.151 | I: -9.8
smiles: Cc1ccc2nc(-c3ccccn3)c(NC3CCCC3)n2c1
  A: -12.5 | B: -25.6 | C: -0.3 | D: -20.5 | E: 1.2 | F: 2.4 | G: -1.6 | H: -1.5 | I: 2.1
smiles: O=C(Nc1ccc(Nc2ccccc2)cc1)C(Cl)(Cl)Cl
  A: -13.8 | B: 3.9 | C: 0.4 | D: 3.4 | E: 9.7 | F: -0.5[fluorescence artefact?] | G: 5.9 | H: -2.9 | I: -4.4
smiles: O=C(c1ccccc1Cl)N(Cc1ccc(Br)cc1)N1C(=O)CCC1=O
  A: 5.5 | B: 4.1 | C: -1.2 | D: 31.8 | E: -0.2 | F: 0.2 | G: -0.6 | H: -0.655 | I: -17.3
smiles: O=C(CN1C(=O)/C(=C/c2c(F)cccc2Cl)Oc2ccccc21)NCc1ccco1
  A: -18.8 | B: 13.1 | C: 0.4 | D: -295.2 | E: 5.0 | F: 4.3 | G: -4.8 | H: 0.911 | I: 10.7

Continued.
Labels used below – A = EBV gp42 inh; B = Rad51 HR inh; C = PERK inhibitor; D = Calpain2 inh; E = L929 necroptosis; F = eIF4E-4G inh; G = TNF necrop inh; H = KCC2 mod; I = MDM2 E3 inh
smiles: CCOC(=O)c1cccc(C(=O)Oc2ccccc2)n1
  A: 2.9 | B: 1.9 | C: 1.7 | D: -6.4 | E: 0.6 | F: 2.1 | G: 0.6 | H: . | I: -1.7
smiles: CN1CCC(N(C)C(=O)/C=C/c2cn(-c3ccccc3)nc2-c2cccs2)CC1
  A: -6.0 | B: -18.1 | C: 0.9 | D: -472.9 | E: 7.4 | F: 3.1 | G: -0.1 | H: -0.217 | I: -14.7
smiles: CCCCCCCCCCS(=O)(=O)N/N=C/c1ccccc1OC
  A: -2.9 | B: 1.6 | C: 0.1 | D: 29.9 | E: 0.8 | F: 13.5 | G: 1.9 | H: 0.121 | I: -1.5
smiles: CN(C)c1ccc(C2N(c3ccc(Cl)cc3)C(=O)C3CCCN32)cc1 (configuration not stated)
  A: -1.8 | B: -2.0 | C: 1.5 | D: 4.8 | E: -0.5 | F: -1.4 | G: -0.4 | H: . | I: -18.2
smiles: O=C(CN1CCN(CC(=O)c2ccc(F)cc2)CC1)Nc1ccccc1Cl
  A: -8.8 | B: -8.2 | C: -0.8 | D: -41.8 | E: 1.3 | F: -6.2 | G: 0.0 | H: . | I: -16.4
smiles: O=C(N/N=C\C=C\c1ccco1)c1cncc(Br)c1
  A: -3.6 | B: . | C: 1.4 | D: -0.7 | E: -0.9 | F: -1.8 | G: 4.3 | H: 1.73 | I: 2.9
smiles: Cc1cc(C(=O)NCC(=O)OCC(=O)N(C2CCCCC2)C2CCCCC2)ccc1[N+](=O)[O-]
  A: 1.8 | B: 6.3 | C: 0.0 | D: 5.0 | E: 1.1 | F: 16.5 | G: 1.4 | H: -0.687 | I: 9.3
